Screening results deposited in PubChem BioAssay by National Center for Advancing Translational Sciences (NCATS).
GAA inhib – inhibitors of human lysosomal alpha-glucosidase. purified human GAA, 4-MU-alpha-glucoside fluorescence. Potency, µM (top dose mostly 76.9 µM), without a hit: at the top dose activity change, negative = inhibition, hits mostly inhibitors. AID 1466. 200,000 compounds, 0.005% hits. P10253;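 further: plate controls were uninhibited enzyme wells for no effect and no-enzyme background for full effect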
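Human alpha-glucosidase, 4 nM, pre-mixed with test compounds before 400 uM 4-methylumbelliferyl substrate; 20 min room temperature at pH 5.0. Fluorescence read after pH 10 stop; AC50 values from Hill-equation fits.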
aGlu spleen mod – lysosomal alpha-glucosidase (human) modulation. 240,000 compounds, 0.006% hits. human spleen homogenate, 4-MU-alpha-glucoside fluorescence. Potency, µM (doses to about 79.9 µM), without a hit: top-dose activity change, negative = inhibition, hits mostly inhibitors. P10253;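 further: 0% = enzyme with vehicle and -100% = no enzyme basal signal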
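Enzyme source: human spleen homogenate, 1 ug/well. Buffer 50 mM citric acid/K phosphate pH 5.0, 0.01% Tween-20. 4-MU-alpha-glucoside 1 mM; 37 C x 40 min; NaOH/glycine stop; fluorescence.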
GoLoco inh red – RGS12 GoLoco-Gai1 interaction inhibition | P63096 | Potency, µM (highest dose often 61.6 µM), for inactives: top-dose activity, negative = inhibition, most hits filed as inhibitors | Gai1:RGS12 GoLoco peptide FP, rhodamine, 10 min | 230,000 compounds, 0.44% hits; active means well fitted inhibition curve with a large enough effect, not every such curve was filed as active; inactive means no such curve, though single readings can be large or run the other way; further: nearly all actives have a fitted effect of over 30% in size; many of its hits are not listed in these tables
Target sequence (P63096 whole entry, looked up): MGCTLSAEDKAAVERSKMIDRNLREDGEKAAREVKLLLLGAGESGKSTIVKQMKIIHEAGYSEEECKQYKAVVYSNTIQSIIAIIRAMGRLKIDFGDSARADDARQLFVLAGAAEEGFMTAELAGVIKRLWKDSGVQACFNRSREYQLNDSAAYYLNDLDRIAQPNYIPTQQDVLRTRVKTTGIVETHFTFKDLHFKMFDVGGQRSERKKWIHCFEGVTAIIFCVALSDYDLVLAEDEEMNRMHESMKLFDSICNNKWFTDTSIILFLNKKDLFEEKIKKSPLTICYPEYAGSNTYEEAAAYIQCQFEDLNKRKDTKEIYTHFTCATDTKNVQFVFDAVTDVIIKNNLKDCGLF
RECQ1 inh – RECQ1 (human) helicase inhibition; 240,000 compounds, 0.54% hits; RECQ1 DNA unwinding, red fluorescence kinetic read; P46063; Potency, µM (titrated, usually from 57.3 µM), inactives show top-dose activity, negative = inhibition, hits mostly inhibitors;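 further: plate controls were vehicle for no effect and no enzyme for full effect; nearly all actives have a fitted effect of over 30% in size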
Target sequence (P46063 whole entry, looked up): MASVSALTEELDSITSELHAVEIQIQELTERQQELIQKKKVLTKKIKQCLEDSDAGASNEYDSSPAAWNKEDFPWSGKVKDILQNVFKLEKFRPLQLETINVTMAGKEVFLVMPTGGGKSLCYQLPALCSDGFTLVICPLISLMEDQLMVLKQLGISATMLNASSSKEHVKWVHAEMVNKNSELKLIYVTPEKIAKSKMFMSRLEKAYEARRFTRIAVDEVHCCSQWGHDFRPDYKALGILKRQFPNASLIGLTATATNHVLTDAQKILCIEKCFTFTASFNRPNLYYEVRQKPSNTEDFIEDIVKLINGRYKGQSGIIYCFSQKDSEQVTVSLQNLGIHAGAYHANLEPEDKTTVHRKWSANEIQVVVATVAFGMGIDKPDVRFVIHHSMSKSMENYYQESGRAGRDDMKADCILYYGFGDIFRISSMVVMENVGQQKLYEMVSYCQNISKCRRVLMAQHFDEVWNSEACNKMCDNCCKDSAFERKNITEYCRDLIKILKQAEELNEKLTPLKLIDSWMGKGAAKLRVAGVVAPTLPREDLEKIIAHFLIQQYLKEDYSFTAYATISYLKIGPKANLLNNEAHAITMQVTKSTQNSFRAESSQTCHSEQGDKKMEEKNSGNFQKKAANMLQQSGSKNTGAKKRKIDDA
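RECQ1T1 50 nM; forked duplex (20 bp + 30-nt ss tails) 200 nM, ATP 2 mM final; pH 8.0, 2 mM MgCl2, 2.5 ug/ml poly(dI-dC); 15 min compound preincubation; discontinuous kinetic read over 2 h at RT.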
TRb SRC2 PPI – inhibitors of human thyroid hormone receptor beta-SRC2 interaction; P10828; 280,000 compounds, 0.065% hits; AID 1469; Potency, µM (doses to about 106 µM), for the others: at the highest dose activity change, negative = inhibition, actives largely listed as inhibitors; TRbeta-SRC2 peptide binding, fluorescence polarization; receptor liganded with 1 µM T3;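 further: plate controls were bound peptide for no effect and peptide without receptor for full effect; nearly all actives have a fitted effect of over 50% in size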
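A fluorescence polarization screen tested compounds at multiple concentrations against complex formation between 0.6 uM TRb ligand-binding domain and 20 nM Texas Red SRC2 peptide, with 1 uM T3 present; readout after 5 hr.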
L3MBTL1 block – blocks human L3MBTL1 | Potency, µM (titrated, usually from 57.1 µM), for inactives: at the highest dose activity, negative = inhibition, hits mostly inhibitors | 230,000 compounds, 0.66% hits | AlphaScreen L3MBTL1–H3K9me1 peptide binding; further: nearly all actives have a fitted effect of over 60% in size
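AlphaScreen proximity signal between nickel-chelate acceptor and streptavidin donor beads (final 10 ug/mL) reports binding of 50 nM L3MBTL1 to 75 nM biotin-H3 K9me1 peptide; complex incubated with compounds 30 min at room temperature; cefsulodin titration as control.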
GAA glycogen – GAA glycogen-cleavage inhibition or activation. Potency, µM (top dose mostly 76.4 µM), for the others: top-dose activity change, negative = inhibition, usual class: inhibitors. P10253. recombinant GAA, glycogen substrate, Amplex Red glucose oxidase fluorescence. 300,000 compounds, 0.38% hits;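 further: 0% = full enzyme reaction and -100% = no-enzyme basal signal; the screen sought inhibitors and activators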
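Recombinant enzyme (4 nM final) with compounds titrated up to 77 uM and bovine liver glycogen (30 ug) in citrate pH 5.0, 0.01% Tween-20, 37 C 40 min. Released glucose detected by Amplex Red/glucose oxidase (Ex 573/Em 610); AC50 from Hill fits.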
TexasRed fluor – alters Texas Red total fluorescence, flagging assay interference | TRb/SRC2 Texas Red total fluorescence interference | Potency, µM (top dose mostly 106 µM), for inactives: at the top dose fluorescence change, negative = quenching | 280,000 compounds, 0.29% hits | AID 1479; active means well fitted curve in either direction with a large enough effect; inconclusive means small, poorly fitted or top-dose-only effect
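Human TRβ ligand-binding domain (0.6 uM) and Texas Red SRC2 peptide (20 nM) in Tris buffer with 1 uM T3 and 5% DMSO were incubated with pinned compound for 5 hr at ambient temperature. Total fluorescence was computed as S + 2P (555/632 nm).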
* marks the source's active call; other numbers are inactive results; i = inactive; ? = inconclusive; / = no result given; [ ] = another dose, or the depositor's remark. Unless noted, the call rests on the fitted dose curve; in most records, active means well fitted curve in the direction sought with a large enough effect; inconclusive means small, poorly fitted or top-dose-only effect, or another doubt; inactive means no such curve, though single readings can be large; an effect the other way counts as inactive or inconclusive. Unless noted, on the % scale 0 is the no-effect control and ±100 the full control effect; potency means the concentration at half of the fitted maximal effect. A portion of the library. The share of hits here may be higher or lower than overall.

SMILES	GAA inhib	aGlu spleen mod	GoLoco inh red	RECQ1 inh	TRb SRC2 PPI	L3MBTL1 block	GAA glycogen	TexasRed fluor
CCCN1C(=O)c2ccc(C(=O)Nc3nccs3)cc2C1=O	-3%	-8%	2%	2%	6%	0%[11.4 µM]	2%	-5%
COC(=O)c1ccccc1N=C(SC)N(C)C	1%	6%	-22%	i	8%	10%	-3%	2%
CCn1c(SCC(=O)NCc2ccco2)nnc1-c1c[nH]c2ccccc12	6%	3%	10%	-1%	-1%	/	4%	1%
COc1ccccc1CNC(=O)COC(=O)Cn1cnc2ccccc21	?	5%	5%	3%	-2%	/	-3%	1%
Cc1oc(-c2ccc(Cl)cc2)nc1CN1CCCC(C(=O)NCCCN2CCOCC2)C1 (centres undefined)	-4%	2%	9%	4%	-3%	2%	-15%	-1%
CCOC(=O)c1ccc(NC(=O)Cn2nnc(-c3ccc(C)cc3)n2)cc1	0%	-5%	4%	-35%	4%	-2%	-12%	-1%
CSc1nc(SCCN(C)C)c2c3c(sc2n1)COC(C)(C)C3	-1%[15.4 µM]	-3%	4%	i	4%	?	3%	-2%
Cc1nc(Nc2nc3ccccc3o2)nc2c1CCC2	?	2%	2%	i	-2%	0%	4%	-7%
CCOc1cc(/C=N\NC(=O)C2C(=O)NCC2c2ccccc2)ccc1OC (centres undefined)	3%	-3%	-4%	-7%	2%	2%	5%	-3%
COc1ccc(-c2nnc(SCC(=O)NCc3cccs3)n2C(C)C)cc1	-3%	5%	-1%	-20%	-1%	/	8%	-2%
NS(=O)(=O)c1ccc(NC(=S)NC(=O)c2ccc(Br)o2)cc1	2%	-2%	15%	i	-6%	-1%	-4%	-4%
CCCCN(CC)CCCNC(=O)Cn1nc(Cc2ccncc2)c2ccccc2c1=O	-3%	-12%	-18%	i	0%	2%	6%	-1%
Cc1ccc2nsnc2c1S(=O)(=O)NCCc1c(C)[nH]c2ccc(F)cc12	-3%	2%	4%	i	-1%	/	-15%	-1%
CC(C)NC(=O)C1CCN(C2CCN(C(=O)C3=CCCC3)CC2)CC1	-2%	-4%	0%	2%	4%	-1%	17%	-2%
COC(=O)Nc1sc2c(c1C(=O)NCc1ccco1)CCCC2	-7%	-2%	-4%	i	-3%	10%	-9%	-6%
O=S(Cc1ccc(Cl)cc1)CC(O)(c1ccccc1)c1ccccc1 (centres undefined)	-2%	-9%	-1%	i	-1%	6%	-2%	1%
Cc1ccc(NC(=S)N(C)C)cc1C	/	2%	13%	i	3%	6%	4%	2%
O=C(CCN1C(=O)c2ccccc2C1=O)Nc1ccc(F)cc1	-8%	4%	0%	0%	-5%	-5%	6%	1%
CN(C)c1ccnc(NCc2ccccc2)c1C#N	-5%	-3%	1%	-2%	-7%	-2%	0%	-2%
O=C(CN1CCCCCCC1)N/N=C/c1ccc(F)c(F)c1	-1%	-1%	1%	-7%	-4%	8%	8%	0%
O=[N+]([O-])c1ccc(Cl)c(/C=N/NC(=S)Nc2ccccc2)c1	13%	-10%	5%	-4%	0%	-3%	3%	-6%
O=C(Nc1nnc(COc2ccc(Cl)cc2)s1)C1CCCO1 (centres undefined)	-1%	-5%	-8%	-10%	6%	-1%	-3%	1%
CCC(=O)n1nc(-c2ccco2)nc1SCc1ccccc1	-1%	0%	2%	?	-12%	-9%	-6%	1%
CC(NC(=O)NCCCn1ccnc1)(C(F)(F)F)C(F)(F)F	1%	-6%	4%	-11%	4%	5%	1%	-4%
Cc1ccc(C(=O)Nc2cc(=O)n(C)c(=O)n2C)cc1C	0%[15.4 µM]	2%	0%	-4%	-2%	7%	-6%	-1%
CC(C)(C)n1nnnc1CN1CCN(C2CCCC2)CC1	-5%	-4%	3%	-5%	-10%	-8%	3%	-3%
CN(Cc1nc(Cc2cccc(F)c2)no1)CC1COCCO1 (centres undefined)	-13%	5%	10%	-2%	-6%	9%	-10%	-3%
Cn1c(C(=O)N2CCN(Cc3ccc4c(c3)OCO4)CC2)cc2c(=O)n(C)c3ccccc3c21	-1%	5%	5%	-9%	-3%	/	6%	0%
CC(C(=O)Nc1ccccc1)c1ccc(-c2ccccc2)c(F)c1 (centres undefined)	-14%	-20%	-6%	-14%	-15%	/	-7%	-2%
O=C(N/N=C1\CCc2ccccc21)c1ccc(O)cc1	/	-3%	6%	14%	-7%	31%[activator]	-8%	-4%
Cc1ccc(N2C(=O)N(CC(=O)N3CCCc4ccccc43)C(=O)C2C)cc1 (centres undefined)	-6%	3%	7%	i	-1%	8%	6%	0%
Cn1c(Cl)c(/C=N/OC(=O)C(C)(C)C)c2ccccc21	-4%	4%	-2%	i	10%	5%	12%	-2%
C=CCc1cccc(/C=N/NC(=O)CCCNc2ccc(C)cc2)c1O	7%	3%	10%	-12%	-5%	-12%	-24%	1%
COc1ccccc1NC(=O)CCc1c(C)[nH]c(=O)c(C#N)c1C	5%	-8%	6%	-3%	1%	4%	3%	-1%
O=C(OCCC1Oc2cccnc2NC1=O)c1ccc([N+](=O)[O-])cc1 (centres undefined)	-2%	3%	1%	9%	-1%	7%	27%	0%
Fc1ccc(CO/N=C2\CCCc3nonc32)cc1	3%	/	13%	-2%	0%	?	4%	-6%
Cc1cc(C)n(-c2ccc(S(=O)(=O)N3CCCC3)cc2[N+](=O)[O-])n1	/	-5%	-3%	0%	7%	-3%	2%	-1%
CCn1c(SCC(=O)N2CCN(S(=O)(=O)c3ccccc3)CC2)nnc1-c1cccs1	?	-10%	-5%	-3%	-4%	5%	-29%	-1%
Cn1c(=O)cc(OCCCC(=O)NCc2ccc(F)cc2Cl)c2ccccc21	7%	-16%	6%	8%	-1%	/	3%	0%
O=C(Nc1ccccc1SCC1CSc2nc3ccccc3c(=O)n21)c1cccc(Cl)c1 (centres undefined)	-3%	3%	-9%	1%	2%	-2%	4%	-2%

Profiles, quoted from the list:
O=C(OCCC1Oc2cccnc2NC1=O)c1ccc([N+](=O)[O-])cc1 (centres undefined) in the list: GAA inhib: -2%; aGlu spleen mod: 3%; GoLoco inh red: 1%; RECQ1 inh: 9%; TRb SRC2 PPI: -1%; L3MBTL1 block: 7%; GAA glycogen: 27%; TexasRed fluor: 0%
CC(NC(=O)NCCCn1ccnc1)(C(F)(F)F)C(F)(F)F in the list: GAA inhib: 1%; aGlu spleen mod: -6%; GoLoco inh red: 4%; RECQ1 inh: -11%; TRb SRC2 PPI: 4%; L3MBTL1 block: 5%; GAA glycogen: 1%; TexasRed fluor: -4%
Cc1cc(C)n(-c2ccc(S(=O)(=O)N3CCCC3)cc2[N+](=O)[O-])n1 in the list: GAA inhib: /; aGlu spleen mod: -5%; GoLoco inh red: -3%; RECQ1 inh: 0%; TRb SRC2 PPI: 7%; L3MBTL1 block: -3%; GAA glycogen: 2%; TexasRed fluor: -1%

Additional compounds.
SMILES	GAA inhib	aGlu spleen mod	GoLoco inh red	RECQ1 inh	TRb SRC2 PPI	L3MBTL1 block	GAA glycogen	TexasRed fluor
O=C(OC1CCOC1=O)c1ccc(Cl)c(S(=O)(=O)N2CCCCC2)c1 (centres undefined)	3%	-6%	9%	i	-5%	-16%	4%	-7%
COc1ccc(OC)c(NC(=O)CC2SC(=N)N(c3ccccc3)C2=O)c1 (centres undefined)	-1%	8%	10%	i	-1%	/	-10%	0%
NC/C(=N\O)c1ccc(Cl)cc1Cl	-3%	2%	/	2%	-14%	-4%	8%	0%
O=c1cc(N2CCCCC2)c(-c2ccccc2)nn1Cc1ccc(Cl)cc1	7%	-1%	1%	-8%	-7%	-3%	1%	-2%
CCCCC(=O)c1ccc(O)cc1	0%	2%	6%	i	-1%	/	2%	1%
CC(C)NC(=O)CCCn1c(=S)[nH]c2cc3c(cc2c1=O)OCO3	3%	-2%	-2%	-2%	-13%	10%	-1%	-3%
COc1ccc(C(=O)Nc2ccc(N3CCC(C)CC3)cc2)cc1Br	0%	3%	34%[activator]	i	3%	4%	3%	-1%
CCCCCCCC(=O)NNC(=O)c1c(O)c2ccccc2n(CC)c1=O	-4%	-2%	2%	-1%	4%	-10%	2%	1%
COc1ccc(-c2oc3ncn(Cc4ccco4)c(=N)c3c2-c2ccc(OC)cc2)cc1	4%	-5%	6%	-4%	-2%	-10%	-13%	-3%
CCn1ncc([N+](=O)[O-])c1C(=O)Nc1ccc(C(=O)N2CCCCC2)cc1	-13%	-9%	5%	-3%	-9%	6%	-1%	-2%
Cn1cc([N+](=O)[O-])c(C(=O)N/N=C\c2c[nH]c3ccccc23)n1	-4%	-4%	5%	25%	5%	-2%	3%	-3%
Cc1nc(CS(=O)(=O)c2ccc(Cl)cc2)cc(Sc2ccccc2Cl)n1	-10%	-13%	-14%	8%	-3%	6%	-4%	-7%
COc1cnn(-c2ccccc2)c(=O)c1OC	/	7%	4%	-2%	-6%	1%	-3%	-2%
O=S(=O)(Nc1nc2ccccc2nc1N1CCc2ccccc2C1)c1ccc(Br)cc1	?	2%	14%	-6%	-3%[53 µM]	-11%	2%	1%[53 µM]
Cc1ccsc1C1Nc2ccc3ncccc3c2C2=C1C(=O)CC(C)(C)C2 (centres undefined)	2%	8%	5%	4%	-1%	-10%	-24%	-3%
C#C[C@]1(O)CC[C@H]2[C@@H]3CCC4=C(CCC(=O)C4)[C@H]3CC[C@@]21C	-9%[15.4 µM]	-2%	9%	-6%	2%	2%	-5%	-5%
Cc1nn(-c2ccc(Cl)cc2)c2sc(C(=O)N3CCN(c4ccccn4)CC3)cc12	0%	-1%	-21%	-9%	4%	30%	-3%	-1%
CC(=O)C1=C(c2ccccc2)NC(=O)NC1c1ccccc1OCC(=O)Nc1ccccc1 (centres undefined)	-2%	3%	1%	-9%	-1%	/	-6%	-1%
Cc1cc(C(=O)O)sc1C(N)C(=O)O (centres undefined)	/	2%	-14%	-3%	1%	/	/	-1%
